Screening data deposited in PubChem by several laboratories.
WT yeast gro inh: growth inhibition of WT yeast, mitochondrial fusion screen; mitochondrial fusion phenotypic screen, WT strain; inhibition, % at 10 µM; actives 2.1% (n = 190,000); in the data active = inhibition above about 58%; tested in S. cerevisiae
Yfh1-off respiration: mitochondrial function rescue without frataxin homolog – Friedreich's ataxia, plus single-dose screen, dose response (AID 1465); S. cerevisiae Yfh1-off respiration, WST-1 reduction, 72 h; higher fold induction means a stronger effect; fold induction at 50 µM, or EC50 in µM where a hit was titrated; actives 0.074% (n = 220,000);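 active = fold induction of absorbance versus untreated yeast above a set limit, then at least 30% activation at any dose in follow-up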;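 also: activators that raise dye reduction in frataxin-depleted yeast; strong numbers were not always called active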
Dynein transport: blocks dynein driven cargo transport along microtubules. 3617.4 mouse cells, GR-EGFP nuclear translocation imaging; test concentration mostly 20 µM; stimulated with dexamethasone, 1 µM; hits give low values. z-score, hits read low. actives 0.47% (n = 220,000). AID 1381;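 active = plate z-score of nuclear minus cytoplasmic receptor signal below a set negative limit, without overly bright fluorescence or cell loss, cut at about -3.5 in these data, passing the limit was not always enough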;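 also: z-score of nuclear minus cytoplasmic ring GR-EGFP intensity difference per well; some compounds called inactive have numbers as strong as hits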
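Schedule: 48 h induction, then 1 h compound, then 30 min agonist, 37 °C. Buffer or medium: tetracycline-free induction medium containing charcoal-stripped FBS. Reagent: 1.0 µM final dexamethasone stimulus. Evaluation: nuclear versus cytoplasmic GR-EGFP signal, averaged per well. Signal: high-content fluorescence imaging after fixation.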
bCat nuc transl: modulators of beta-catenin nuclear translocation | HeLa beta-catenin nuclear translocation, immunofluorescence imaging | nuclear translocation activity, % at 5 µM | actives 0.3% (n = 190,000);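 active = nuclear translocation activity above 50% at 5 µM, with a well cell count of 50 or more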;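 also: per-cell ratio of nuclear to cytoplasmic median beta-catenin stain intensity; plate controls were DMSO negative control for no effect and GSK-3 inhibitor IX positive control for full effect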
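Technique: fluorescence imaging of beta-catenin antibody stain plus DAPI / Material: human HeLa cell line / Incubation: compound treatment 24 h, 37°C, 5% CO2 / Read-out basis: % activation of per-cell nuclear versus cytoplasmic median beta-catenin signal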
Lipid droplet: hepatic lipid droplet formation modulation | inhibition, % at 6.5 µM | AML12 mouse hepatocytes, oleate lipid droplets, BODIPY imaging | AID 1656 | actives 0.4% (n = 240,000);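 active = lipid droplet intensity inhibited by at least 50%, with more than 500 cells counted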
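Test system: AML12 hepatocytes (mouse); reagent: oleate loading, 100 µM; dosing: one dose, 6.5 µM compound; incubation: overnight exposure; signal: fluorescence imaging, 20x objective, two fields per well; read-out basis: % inhibition of corrected integrated BODIPY droplet signal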
MT stabilizer: microtubule stabilizers in HeLa cells; HeLa tubulin immunostaining HCS, 24 h; share of cells brighter than vehicle mean+2SD; % tubulin-high responders, % at 10 µM; actives 0.83% (n = 200,000); AID 2205;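 active = plate Z-score above 3 for both tubulin-high and condensed-nucleus cell shares, with cell loss under 80%, at 10 µM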;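 also: anti alpha tubulin signal scored within the nucleus-defined area of each cell; some results filed as inactive read as strong as hits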
HEK293 NOD2/NF-kB: NOD2 signaling inhibitors, cell-based, luminescence, uHTS, HEK293 (AID 1566). HEK293 NOD2/NF-kB luciferase reporter, luminescence; higher % means a stronger effect. actives 0.63% (n = 290,000). inhibition, % at 4 µM; hits with a dose series show EC50 in µM; in the data active = inhibition above about 50%; also: many of its hits are not listed in these tables
Insulin prom up: MIN6 insulin promoter up-regulation. MIN6 insulin promoter-GFP reporter, high-content imaging; hits give high values. z-score at 5 µM. actives 0.3% (n = 190,000);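 active = z-score above 3 at 5 µM with at least 500 cells counted in the well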
Autophagy mod: modulators of autophagy | calls only at 10 µM (by protocol) | actives 0.98% (n = 190,000) | AID 463193 | MEF GFP-LC3 puncta imaging; test concentration mostly 10 µM;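 active = percentage of spot-positive cells more than 3 SD above its plate mean, without a fluorescence outlier flag or 80% toxicity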;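 also: spot-positive cell cutoff set from DMSO-treated cells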
WT yeast gro inh mutant strain: second read-out of WT yeast gro inh, no call of its own (marks repeat the call); inhibition, %; mitochondrial fusion phenotypic screen, mutant strain inhibition
Dynein transport cytoplasmic EGFP: further read-out of Dynein transport, marked with its call; z-score; measured here: cytoplasmic GR-EGFP intensity; hits give high values
Dynein transport nuclear GR-EGFP: also measured in Dynein transport; calls as there; z-score; measured here: nuclear GR-EGFP intensity;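 lower value marks the stronger effect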
Dynein transport cell count: also measured in Dynein transport; calls as there; z-score; measured here: cell count per field
Insulin prom up cell count: recorded beside Insulin prom up, whose call it bears; cell count; measured here: cytotoxicity, nuclei count;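 total cells summed across four imaged fields per well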
Lipid droplet cells 6.5 µM: further read-out of Lipid droplet, marked with its call; cell count; measured here: cell count, cytotoxicity flag;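 cells counted across two imaged fields per well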
bCat nuc transl cell count 5 µM: further read-out of bCat nuc transl, marked with its call; cell count; measured here: cell count, cytotoxicity flag
MT stabilizer Hoechst-high %: recorded beside MT stabilizer, whose call it bears; % Hoechst-high responders; measured here: nuclear condensation Hoechst responders;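 share of cells brighter than vehicle mean plus two SD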
MT stabilizer cytotoxicity %: recorded beside MT stabilizer, whose call it bears; toxicity, %; measured here: cytotoxicity by cell density;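 0% = mean cell density of plate MIN control wells and 100% = no cells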
Autophagy mod cell loss 18 h: also measured in Autophagy mod; calls as there; toxicity, %; measured here: cell loss, nuclei count;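 cell loss after 18 h compound exposure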
* = called active by the depositor; i = inactive; nt = no result given; + = active, no number. Some of the compounds tested; rates above refer to the full screens.

SMILES	WT yeast gro inh	WT yeast gro inh mutant strain	Yfh1-off respiration	Dynein transport	Dynein transport cytoplasmic EGFP	Dynein transport nuclear GR-EGFP	Dynein transport cell count	bCat nuc transl	bCat nuc transl cell count 5 µM	Lipid droplet	Lipid droplet cells 6.5 µM	MT stabilizer	MT stabilizer Hoechst-high %	MT stabilizer cytotoxicity %	HEK293 NOD2/NF-kB	Insulin prom up	Insulin prom up cell count	Autophagy mod	Autophagy mod cell loss 18 h
COC(=O)c1c(N)sc(C(C)=O)c1C	2	4	i	-0.52	-0.25	-0.14	0.51	-6.5	1175	nt	nt	4.2	2.2	3.0	7%	-0.62	988	i	3
Cc1ccc(-c2nn3c(C)nnc3s2)cc1NC(=O)C(C)C	4	-1	i	-0.068	-0.28	0.12	0.27	nt	nt	nt	nt	5.3	4.3	4.6	-15%	1.1	979	i	-9
CCc1ccc(C(O)(c2ccccc2OC)C(CN2CCOCC2)c2ccccc2)cc1 (stereo not drawn)	77*	59*	i	2.1	-0.18	1.2	-1.4	0.0	1029	5	678	2.9	2.1	8.9	6%	-3.1	1045	i	-27
Cc1cccc(C(=O)NC2CCN(CC(=O)Nc3ccc4c(c3)OCO4)CC2)c1	-14	-11	i	0.2	-0.25	0.38	0.43	1.1	856	4	742	1.9	0.9	3.5	1%	-0.08	1386	i	4
CCCC(=O)N/C(N)=N/c1nc2ccccc2o1	nt	nt	i	-0.77	0.18	-0.33	0.35	-4.7	1228	3	755	nt	nt	nt	18%	0.07	1324	nt	nt
Cc1nc(Cl)c2oc3ccccc3c2n1	-9	8	i	-0.43	-0.17	-0.49	0.32	-3.1	1133	8	622	1.5	2.3	5.7	18%	-0.04	1591	i	4
O=c1nc(N2CCOCC2)ccn1-c1nc(-c2ccccc2)oc1-c1ccccc1	12	7	i	0.25	-0.23	0.37	-1.5	1.7	1389	nt	nt	5.4	2.3	2.3	11%	-0.49	1208	i	6
O=C1C2CCCN2C(c2ccc(Cl)cc2)N1c1nccs1 (stereo not drawn)	-4	-11	i	-0.63	-0.21	-0.44	-0.62	-1.1	1169	-10	720	2.6	2.0	1.5	-1%	-0.06	1165	i	-10
OC1CCCN(Cc2c3ccccc3cc3ccccc23)C1 (stereo not drawn)	11	11	i	0.57	-0.32	0.46	-0.28	nt	nt	-1	762	2.5	1.5	8.1	-1%	-0.88	980	i	29
O=C1CN(c2nc(-c3ccccc3)c3cc(Cl)ccc3n2)c2ccccc2N1	-19	-17	i	5.4	2.3	2.4	-0.41	0.3	974	-42	552	1.9	2.4	8.2	9%	0.57	1536	+	-12*
COc1cc2c(C(=O)O)c(C)n(CC(C)C)c2c2ccccc12	19	16	nt	0.094	-0.24	0.29	1	-2.6	1123	10	657	3.4	1.5	5.1	17%	-0.04	2018	i	0
COC(=O)c1ccc(-c2nc3ccc(C)cc3o2)cc1	54	-2	i	-0.35	-0.0067	-0.11	0.53	0.1	1173	nt	nt	52*	52*	65*	-156%	1.2	870	i	-3
CCOC(=O)c1cnc2cc(-c3ccc(Cl)cc3)nn2c1N	1	66	i	0.22	-0.19	0.061	-0.43	-2.3	1421	nt	nt	0.6	2.2	6.6	-97%	-0.24	1268	i	-9
CCN(CC)C(=O)N1CCN(S(=O)(=O)c2ccc(C)cc2)CC1	3	13	i	-0.89	0.58	-0.44	0.79	-1.8	1042	2	748	1.8	0.9	6.8	17%	1.2	921	i	-5
CCc1nnc(NC(=O)OCc2ccccc2)s1	30	-5	i	0.97	-0.25	0.35	0.38	-0.1	1082	10	630	3.4	1.8	5.4	-40%	nt	nt	i	-3
C=CCNC(=O)/C(C#N)=C/c1c(N2CC(C)OC(C)C2)nc2ccccn2c1=O (stereo not drawn)	-10	-8	i	-0.51	-0.23	-0.17	0.062	-1.3	1017	1	680	1.7	1.6	3.5	8%	-0.65	1323	i	11
C=CCSc1nc(N)c2c(C)c(C)sc2n1	17	0	i	2	-0.19	1.1	-0.39	-0.4	1118	nt	nt	2.8	3.5	17	-20%	nt	nt	i	-17
O=C1/C(=C/c2cccnc2)SC(=S)N1c1ccc(O)cc1	nt	nt	i	-0.26	-0.16	-0.11	-0.051	2.8	1269	-6	800	nt	nt	nt	32%	-0.47	985	nt	nt
O=C(c1cncc(Br)c1)N1CCN(c2ccc(N3CCOCC3)nn2)CC1	-2	-1	i	-0.65	-0.23	-0.38	0.28	nt	nt	nt	nt	2.1	3.1	5.6	9%	-0.18	937	i	10
CCOc1ccc(NC(=O)c2nn(C)cc2Br)cc1	-3	17	i	-0.1	-0.2	0.3	0.38	-1.3	1212	nt	nt	4.0	3.4	7.5	-52%	0.11	1143	i	13

The final two compounds of the section above come first, to join the parts.
SMILES	WT yeast gro inh	WT yeast gro inh mutant strain	Yfh1-off respiration	Dynein transport	Dynein transport cytoplasmic EGFP	Dynein transport nuclear GR-EGFP	Dynein transport cell count	bCat nuc transl	bCat nuc transl cell count 5 µM	Lipid droplet	Lipid droplet cells 6.5 µM	MT stabilizer	MT stabilizer Hoechst-high %	MT stabilizer cytotoxicity %	HEK293 NOD2/NF-kB	Insulin prom up	Insulin prom up cell count	Autophagy mod	Autophagy mod cell loss 18 h
O=C(c1cncc(Br)c1)N1CCN(c2ccc(N3CCOCC3)nn2)CC1	-2	-1	i	-0.65	-0.23	-0.38	0.28	nt	nt	nt	nt	2.1	3.1	5.6	9%	-0.18	937	i	10
CCOc1ccc(NC(=O)c2nn(C)cc2Br)cc1	-3	17	i	-0.1	-0.2	0.3	0.38	-1.3	1212	nt	nt	4.0	3.4	7.5	-52%	0.11	1143	i	13
COC(=O)C1=C(O)/C(=C\c2cc(C)n(-c3ccc(F)cc3)c2C)N=C1C	-7	-2	i	-1.1	-0.26	-0.54	1	-1.4	1115	-72	502	1.6	2.1	7.4	-6%	0.12	1262	i	-5
CCCOc1cccc(-c2nnc(N)s2)c1	-11	-3	i	-0.6	-0.24	0.038	0.44	-1.6	766	nt	nt	6.0	2.7	4.2	-16%	-0.91	1534	i	18
O=C(CSc1c(Cl)cccc1Cl)NC1CCCc2ccccc21 (stereo not drawn)	7	2	i	0.43	0.5	0.18	-0.34	-1.9	1095	-23	642	1.0	3.0	7.8	-2%	-0.58	1538	i	-16
Cc1onc(-c2c(Cl)cccc2Cl)c1C(=O)N1CCN(c2ccccc2)CC1	25	11	i	0.75	-0.27	0.58	-0.15	0.5	1523	-9	722	21*	22*	47*	-25%	-0.79	1483	i	35
CCc1nc(NCC(C)C)c(C#N)c2c1COC(C)(C)C2	-9	-1	i	0.42	-0.19	0.85	-1.3	-1.1	1123	nt	nt	5.4	3.3	11	21%	-0.59	1157	i	4
COc1ccccc1NC(=O)c1cc(Sc2nncn2C)nc2ccccc12	3	-4	i	1.4	-0.15	1.3	-1.6	-8.1	1190	-4	794	4.5	2.9	6.0	21%	-0.4	1093	i	9
O=C(CSc1cccc[n+]1[O-])NC(=O)c1ccc(OC(F)F)cc1	-22	12	i	-0.51	-0.28	0.15	-0.9	-0.7	1137	-6	676	1.3	2.3	4.9	11%	0.18	1229	i	8
COc1ccc(-c2cc(-c3nnc(COC(=O)c4ccc(O)cc4)o3)c3ccccc3n2)cc1OC	8	11	i	0.58	-0.24	0.31	-0.26	-2.0	1033	-3	661	15	2.1	15	25%	-1.8	1439	i	-29
CC(C)c1cc(C(=O)O)c2cnn(C(C)C)c2n1	nt	nt	i	-0.34	-0.25	-0.2	0.16	0.2	1330	-15	709	nt	nt	nt	22%	0.25	1042	nt	nt
Cc1ccc2[nH]c3nc(SCCN4CCOCC4)nnc3c2c1	-19	1	i	0.34	-0.1	0.37	0.59	-0.1	1110	-2	748	4.9	2.5	12	-21%	0.12	1230	i	22
CCCCCN1C2=NCCN2c2ccccc21	-10	-4	i	0.029	-0.21	0.0077	0.61	0.8	1097	-4	710	3.6	1.4	6.9	5%	nt	nt	i	1
Cc1nc(/C(=N/O)C(N)=O)cs1	nt	nt	i	-0.44	-0.24	-0.12	0.21	-3.3	1184	20	661	nt	nt	nt	18%	-0.21	1379	nt	nt
CCOC(=O)c1nnn(-c2nonc2N)c1C	nt	nt	i	-0.79	-0.28	-0.48	0.63	-3.0	900	1	880	3.4	2.5	7.3	2%	nt	nt	i	-1
CC1CC(C)(C)NC(=S)N1CC(=O)N1CCN(Cc2ccccc2)CC1 (stereo not drawn)	9	5	i	-0.3	-0.29	0.19	0.05	2.2	1007	-8	671	3.7	3.2	8.7	7%	0.09	1171	i	-10
CN(C)S(=O)(=O)N1CCN(C(=O)N(c2ccccc2)c2ccccc2)CC1	7	14	i	-0.23	-0.25	-0.093	0.18	nt	nt	-35	702	2.6	1.2	0.6	8%	-0.44	1282	i	0
COc1ccccc1C(=O)N/C(=C\c1ccc(Br)cc1)C(=O)NCC(=O)O	-9	2	i	-0.18	-0.26	-0.02	0.54	-0.5	1060	10	615	2.2	1.6	3.7	7%	-0.34	1360	i	-22
Cc1cccc(NC(=S)N(CCCN2CCOCC2)Cc2ccccn2)c1	9	17	i	1.3	-0.15	0.75	-0.85	-0.3	1011	-31	637	2.9	2.3	2.1	15%	-0.17	1276	i	7
Cc1cccc2nc(CSCc3ccco3)cn12	4	9	i	-0.55	0.53	0.39	-1.3	-6.0	940	nt	nt	5.3	2.4	0.9	-41%	0.61	1547	i	-10
CCc1c(C)nn(C(=O)/C(C#N)=C\N(C)C)c1C	10	0	i	-0.24	-0.28	0.0046	0.46	-4.0	1180	2	667	1.5	2.5	7.7	4%	0.58	1743	i	6
